AID2073: disruptors of CaV2.2 binding to Mint1 – biochemical, HTRF (AID 2073) | HTRF protein-protein interaction, Mint1-CaV2.2; higher % means a stronger effect | inhibition, % at 20 µM; hits with a dose series show IC50 in µM | 290,000 tested, 0.19% active; in the data active means inhibition mostly above about 51%, no sharp cut-off; inconclusive means no clear call, values can overlap the other calls; inactive means mostly below about 53%; further: some results filed as inactive read as strong as hits
Rac1 GTP hydrolysis: MgcRacGAP GTPase-activating activity inhibitors, confirmation, biochemical, ADP Hunter fluorescence; MgcRacGAP-stimulated Rac1 GTP hydrolysis, ADP Hunter fluorescence; higher % means a stronger effect; GST-tagged Rac1 F28L mutant substrate; inhibition, % at 30 µM, or IC50 in µM where a hit was titrated; 340,000 tested, 0.6% active; AID 624330;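 active means first-screen hits whose inhibition reached a set limit at any dose in the follow-up dose series; inconclusive means inhibition above the set first-screen limit but never retested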;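 further: fluorescence reports GDP produced by GAP-driven GTP hydrolysis; strong numbers were not always called active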
Large T inhibition: SV40 large T antigen inhibitors, biochemical (AID 1903) | SV40 large T antigen ATPase/helicase inhibition assay; higher % means a stronger effect | inhibition, % at 20 µM; hits with a dose series show IC50 in µM | 310,000 tested, 0.39% active; in the data active means a potency from the dose series; inconclusive means inhibition mostly from about 32% at the one dose, without a potency; inactive means the rest, 99 in 100 with inhibition below about 32%; further: strong numbers were not always called active
XIAP displacement: XIAP antagonists, biochemical, IAP family, fluorescence polarization (AID 1018) | one-dose displacement, % at 20 µM; IC50 in µM for titrated hits | XIAP BIR domain, fluorescence polarization peptide displacement; higher % means a stronger effect | 200,000 tested, 0.007% active; in the data active means displacement above about 50%; further: a part of the inactive calls stands beside numbers as strong as those of hits
HIV peptide binding: cell-free HIV fusion peptide-binding blockers – biochemical, uHTS, fluorescence dequenching, primary screen (AID 1986); one-dose inhibition, % at 20 µM; IC50 in µM for titrated hits; 290,000 tested, 0.3% active; cell-free peptide binding, fluorescence dequenching, 30 min; higher % means a stronger effect; in the data active means inhibition mostly above about 52%, no sharp cut-off; inactive means mostly below about 76%; further: some results filed as inactive read as strong as hits
SIAH1 antagonists: Siah-1 peptide-binding antagonists, primary screen, biochemical, fluorescence polarization, rhodamine-plectin, uHTS (AID 1817). Siah-1 / rhodamine-plectin peptide fluorescence polarization; higher % means a stronger effect. one-dose displacement, % at 20 µM; IC50 in µM for titrated hits. 290,000 tested, 0.02% active;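 active means displacement of at least 50% at 20 µM, with a fluorescence ratio check between 0.3 and a set limit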;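 further: plate controls were Siah plus tracer with DMSO for no effect and tracer alone without Siah for full effect; strong numbers were not always called active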
RSV CPE inhibition: inhibition of RSV-induced cytopathic effect – HEp-2 cells, primary 10 µM value included (AID 2391). HEp-2 cells, RSV-induced CPE inhibition; higher % means a stronger effect. CPE inhibition, % at 10 µM; hits with a dose series show IC50 in µM. 310,000 tested, 0.13% active; in the data active means a potency from the dose series; inconclusive means CPE inhibition mostly from about 23% at the one dose, without a potency; inactive means the rest, 99 in 100 with CPE inhibition below about 21%; further: strong numbers were not always called active
NS5 inhibitors: Dengue-2 NS5 methyltransferase inhibitors, primary screen, biochemical, confirmation dose response (AID 588689); Dengue-2 NS5 methyltransferase capping enzyme assay, biochemical; higher % means a stronger effect; inhibition, % at 25 µM, or IC50 in µM where a hit was titrated; 340,000 tested, 0.3% active; in the data active means a potency from the dose series; inconclusive means inhibition above about 29% without an active follow-up result
LYP phosphatase: PTPN22 lymphoid phosphatase activity blockers – biochemical, fluorescence intensity, uHTS (AID 1779). one-dose inhibition, % at 11.5 µM; IC50 in µM for titrated hits. recombinant LYP phosphatase, fluorescence intensity; higher % means a stronger effect. 290,000 tested, 0.054% active; in the data active means inhibition above about 50%;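 further: plate controls were vehicle with enzyme for no effect and no enzyme for full effect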
NS5 inhibitors pilot replicate: also measured in NS5 inhibitors; calls as there; inhibition, %; measured here: pilot screen replicate inhibition
The depositor's hits bear a star; u = inconclusive; x = no result given; & = joins results of further samples.

SMILES | AID2073 | Rac1 GTP hydrolysis | Large T inhibition | XIAP displacement | HIV peptide binding | SIAH1 antagonists | RSV CPE inhibition | NS5 inhibitors | LYP phosphatase | others
CCOC(=O)c1c(N2C(=O)Nc3cc(Cl)c(Cl)cc3N2O)sc2c1CCCCC2 | 10% | 14% | >100µM* | -4.5% | 22µM* | 2% | 6.8% | u | 4%
Cc1ccc(NC(=O)C2C3CCCC2C3c2ccccc2)cc1 (stereo not drawn) | 13% | 3% | 8% | 0.8% | -1.1% | 7% | 2.0% | -2% | -4%
CCOC(=O)c1c(-c2ccccc2Cl)csc1NC(=O)c1cc(S(=O)(=O)N2CCOCC2)ccc1C | 18% | 5% | 5% | -1.6% | 0.8% | 4% | 8.3% | 3% | 5%
CC1=Nc2ccccc2N=C(N)C1c1ccccc1 (stereo not drawn) | -8% | 6% | 4% | -7.4% | 0.5% | 3% | 1.3% | x | 1%
O=C(N/N=C1\CCc2ccccc21)c1ccncc1 | 20% | 10% | 7% | -4.0% | 1.8% | 3% | 0.8% | -4% | 0%
CCCc1cc(=O)[nH]c(SCC(=O)N(CC)c2c(N)n(Cc3ccccc3)c(=O)[nH]c2=O)n1 | x | -1% | 8% | x | x | x | -0.5% | -3% | x
C/C(=N\NC(=O)C1(C)CC1(Br)Br)c1ccc(NC(=O)C2CCC2)cc1 (stereo not drawn) | -2% | 5% | 19% | -2.1% | -0.4% | 18% | 3.0% | -2% | -3%
O=C(NNC(=O)C12CC3CC(CC(Cl)(C3)C1)C2)c1csc(N2CCOCC2)n1 | 16% | -3% | 6% | x | -0.9% | -1% | 2.1% | 1% | -4%
Cc1c(CCO)c(=O)oc2n[nH]c(-c3ccccc3)c12 | -14% | 20% | 22% | -3.0% | -0.3% | -1% | 0.0% | 2% | 2%
O=C(NCC1CCCO1)C1CCN(C2CCN(C(=O)Cc3ccsc3)CC2)CC1 (stereo not drawn) | 13% | 4% | 4% | -2.9% | 2.3% | 15% | 1.0% | 3% | -6%
COc1ccc(S(=O)(=O)N(C)c2ccc(C(=O)Nc3cccnc3)cc2)cc1 | 0% | 6% | 29% | x | -0.1% | -1% | 2.3% | -9% | 0%
Cc1cc(C)cc(OCC(=O)NC(C)c2ccccc2)c1 (stereo not drawn) | -18% | 14% | 4% | x | 0.3% | 8% | 0.2% | -3% | -5%
COc1ccc(NC(=O)c2cc(-c3cccs3)on2)cc1OC | u | -6% | 2% | -2.4% | -0.4% | -4% | 1.1% | -6% | -9%
CC(OC(=O)Cn1cnc2c1c(=O)n(C)c(=O)n2C)C(=O)c1ccccc1 (stereo not drawn) | x | 7% | 12% | x | x | x | 2.8% | -4% | x
COc1ccc(-n2cc(CNCc3cnc4ccccn34)c(-c3cccc(F)c3)n2)cc1 | 4% | 3% | 11% | -4.9% | 3.7% | -1% | 7.2% | -1% | -7%
Cc1nc(CCNC(=O)c2cc(COc3ccc(F)cc3Cl)on2)sc1C | 16% | 1% | 14% | x | -1.4% | -3% | 12% | -2% | -9%
O=C(C(NS(=O)(=O)c1cccs1)c1ccccc1)N1CCN(c2ccccc2F)CC1 (stereo not drawn) | -1% | 7% | 21% | -4.3% | -0.2% | -1% | -1.0% | 4% | -6%
CC(C)(C)OC(=O)NNC(=S)NCc1ccc(Cl)cc1 | -25% | 13% | 6% | -6.3% | -3.0% | -2% | x | -4% | -4%
CC(C)COCC(CN(Cc1ccccc1)c1ccccc1)N1CCCC1 (stereo not drawn) | 0% | -1% | 16%&-4% | -4.6% | -1.4% | -1% | -0.9% | -1% | -5%
CC(C)c1ccc(NC(=S)NC2CC3C=CC2C3)cc1 (stereo not drawn) | -20% | 11% | 10% | x | -1.1% | -3% | 11% | -1% | -4%
CC(=O)Nc1cccc(/C(C)=N/NS(=O)(=O)c2ccc(C)cc2)c1 | 11% | 9% | -1% | -2.7% | -0.1% | -3% | -0.7% | -1% | 1%
CCOc1ccccc1NC(=O)Cn1nnc(C(=O)NCc2ccco2)c1N | 7% | 5% | 11% | -4.0% | -0.1% | -4% | 1.5% | 1% | -6%
COCCCNc1nc2c(c(=O)n(C)c(=O)n2C)n1Cc1cccc(OC)c1 | 5% | 2% | 13% | -7.3% | -0.8% | 1% | 1.5% | x | -3%
O=C(NCc1cccnc1)C1CCC(c2ccc(Cl)cc2)CC1 (stereo not drawn) | -10% | 4% | 2% | x | -0.2% | 7% | 0.4% | -5% | -4%
Cc1ccccc1C(=O)NNC(=O)CCCCC(=O)NNC(=O)c1ccccc1C | x | 1% | 7% | x | x | x | -2.2% | -6% | x

Overlap with the part before: 7 compounds, then new ones.
SMILES | AID2073 | Rac1 GTP hydrolysis | Large T inhibition | XIAP displacement | HIV peptide binding | SIAH1 antagonists | RSV CPE inhibition | NS5 inhibitors | LYP phosphatase | others
CC(C)COCC(CN(Cc1ccccc1)c1ccccc1)N1CCCC1 (stereo not drawn) | 0% | -1% | 16%&-4% | -4.6% | -1.4% | -1% | -0.9% | -1% | -5%
CC(C)c1ccc(NC(=S)NC2CC3C=CC2C3)cc1 (stereo not drawn) | -20% | 11% | 10% | x | -1.1% | -3% | 11% | -1% | -4%
CC(=O)Nc1cccc(/C(C)=N/NS(=O)(=O)c2ccc(C)cc2)c1 | 11% | 9% | -1% | -2.7% | -0.1% | -3% | -0.7% | -1% | 1%
CCOc1ccccc1NC(=O)Cn1nnc(C(=O)NCc2ccco2)c1N | 7% | 5% | 11% | -4.0% | -0.1% | -4% | 1.5% | 1% | -6%
COCCCNc1nc2c(c(=O)n(C)c(=O)n2C)n1Cc1cccc(OC)c1 | 5% | 2% | 13% | -7.3% | -0.8% | 1% | 1.5% | x | -3%
O=C(NCc1cccnc1)C1CCC(c2ccc(Cl)cc2)CC1 (stereo not drawn) | -10% | 4% | 2% | x | -0.2% | 7% | 0.4% | -5% | -4%
Cc1ccccc1C(=O)NNC(=O)CCCCC(=O)NNC(=O)c1ccccc1C | x | 1% | 7% | x | x | x | -2.2% | -6% | x
O=C(NCC(c1ccco1)N1CCc2ccccc2C1)c1ccc([N+](=O)[O-])cc1 (stereo not drawn) | x | 7% | 18% | x | x | x | -1.2% | -3% | x
CC(C)(C)C#CCn1c(/C=[N+](\[O-])C2CCCCC2)nc2ccccc21 | 2% | 4% | 19% | x | 2.2% | -3% | -1.1% | 3% | 0%
CCN(CC)c1ccc(N=Cc2c(C)[nH]c3ccccc23)cc1 | -21% | 44µM* | 26% | -12% | 0.7% | 0% | 1.3% | 15% | 2%
CC(NS(=O)(=O)c1c(N)n(C)c(=O)n(C)c1=O)c1ccccc1 (stereo not drawn) | 3% | 8% | 6% | x | -2.0% | -1% | 0.9% | 4% | -11%
NS(=O)(=O)c1ccc(CCNC(=O)Cc2ccc(Cl)cc2)cc1 | -5% | 15% | -2% | x | 1.0% | -1% | -0.6% | -3% | -8% | NS5 inhibitors pilot replicate=4.0
CCOc1ccc(C(C(=O)NC2CCCC2)N(C(=O)c2snc(C(N)=O)c2N)C2CCCC2)cc1 (stereo not drawn) | 7% | 13% | 21% | x | 1.8% | 2% | 4.6% | 6% | -7%
Nc1c(C(=O)Nc2ccccc2)c2nc3ccccc3nc2n1-c1ccc(O)cc1 | 22% | 12% | 19% | x | 1.2% | -4% | -0.6% | -20% | -6%
COc1ccc(C(=O)Cn2c(=O)c(CCC(=O)O)nn3c4ccccc4nc23)cc1OC | 7% | 9% | 15% | -7.7% | 3.6% | 4% | -0.2% | -1% | -1%
O=S(=O)(c1c(Cl)sc(Cl)c1Br)N1CCCC1 | 0% | 11% | 1% | x | -2.1% | 2% | 1.6% | -7% | -7%
CCNC(=O)C(=O)Nc1ccc2c(c1)N(S(=O)(=O)c1cccs1)CCC2 | x | 0% | 22% | x | x | x | -0.9% | 6% | x
O=C(COc1ccccc1Cl)NCCC1=CCCCC1 | -7% | 3% | 5% | 0.4% | -0.3% | 12% | 17% | -9% | 7%
CCOC(=O)c1c(NC(=O)COC(=O)C2CC2C)sc(C)c1C (stereo not drawn) | -18% | 8% | 8% | -2.6% | -0.2% | 2% | 8.9% | -10% | -1%
Cc1cccc(S(=O)(=O)NNC(=O)c2sc(C)nc2C)c1 | -6% | -3% | 7% | -0.4% | 1.3% | 6% | 1.1% | 1% | -6%
COc1cc2c(C)nc3c(c(C)nn3-c3ccccc3)c2cc1OC | -6% | -1% | -1% | -4.9% | -1.5% | -7% | 3.1% | -2% | -2%
CCc1cccc(NC(=O)Nc2ccc3c(c2)OCO3)c1 | -14% | 1% | 9% | -5.6% | -0.7% | -4% | u | -3% | -3%
O=C(COc1coc(CN2CCN(c3cccc(Cl)c3)CC2)cc1=O)NC1CCCC1 | x | 2% | 9% | x | x | x | 1.6% | -4% | x
CC12CN3CCN(CC(C3)/C1=N/NC(=O)Nc1ccccc1)C2 | -3% | 13% | 11% | -4.2% | -0.9% | -1% | 0.6% | -6% | -6%
COc1cc(S(=O)(=O)NCC2COCCO2)ccc1-n1cnnn1 (stereo not drawn) | -1% | 4% | 0% | -8.7% | -0.8% | -1% | -0.2% | -6% | -3%
Cc1ccc(Cl)c(NC(=O)CCl)c1Cl | 12% | 5% | -6% | -3.7% | -1.5% | 0% | 2.2% | -4% | -1%
Cc1ccc([N+](=O)[O-])cc1S(=O)(=O)NCCc1c(C)[nH]c2ccccc12 | -2% | 0% | 3% | -2.7% | -3.3% | 2% | 2.4% | 15% | -4%
COc1ccc(-c2[nH]ncc2-c2cscn2)c(O)c1 | 0% | x | 20% | -5.4% | -2.2% | 5% | 0.3% | x | -9%
O=C(CSc1cccc[n+]1[O-])Nc1ccc([N+](=O)[O-])cc1Cl | -14% | 3% | 11% | -4.9% | 0.2% | -1% | 0.2% | -1% | -7%
Cc1cc(S(=O)(=O)NCCCN2CCOCC2)ccc1F | -4% | 6% | 14% | -1.7% | 0.9% | -2% | x | 9% | -2%
O=C(Nc1nccs1)c1ccc(COc2ccc(F)cc2)o1 | 5% | 8% | 5% | -8.7% | -0.9% | -6% | -1.2% | -6% | 0%
Cc1ccc(C2C(C#N)=C(N)Oc3n[nH]c(-c4ccccc4)c32)o1 (stereo not drawn) | -7% | 5% | 25% | -7.4% | 1.4% | -1% | 0.0% | 26% | 5%
COc1ccccc1C(=O)CSc1cccc[n+]1[O-] | 0% | 12% | 6% | -5.3% | -0.8% | 0% | 0.8% | -4% | -1%
CCSc1nc2cc(C(=O)OC)ccc2c(=O)n1CC | 20% | 2% | 4% | -5.1% | 0.5% | 0% | 0.3% | 0% | -3%

By substructure, those above with a tert-butyl group
SMILES | AID2073 | Rac1 GTP hydrolysis | Large T inhibition | XIAP displacement | HIV peptide binding | SIAH1 antagonists | RSV CPE inhibition | NS5 inhibitors | LYP phosphatase | others
CC(C)(C)OC(=O)NNC(=S)NCc1ccc(Cl)cc1 | -25% | 13% | 6% | -6.3% | -3.0% | -2% | x | -4% | -4%
CC(C)(C)C#CCn1c(/C=[N+](\[O-])C2CCCCC2)nc2ccccc21 | 2% | 4% | 19% | x | 2.2% | -3% | -1.1% | 3% | 0%

Bioassay records: PubChem, several laboratories
